FXIa inh – inhibitors of human coagulation factor XIa | P03951 | purified FXIa, Boc-Glu-Ala-Arg-AMC fluorogenic substrate | inhibition, % at 5 µM | 220,000 tested, 0.14% active | AID 798;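 active means inhibition of at least 40%; inactive means inhibition below 40%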;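 further: fluorescence of freed AMC excited at 355 nm; 0% = enzyme without compound and 100% = no enzyme blank; many of its hits are not listed in these tables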
KLK5 inh – inhibitors of human kallikrein 5 | AID 873 | Q9Y337 | recombinant hK5, fluorogenic AMC substrate cleavage | inhibition, % at 5 µM | 210,000 tested, 0.59% active;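 active means inhibition of 40% or more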;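 further: 0% = enzyme controls without compound and 100% = no-enzyme blanks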
Target sequence (Q9Y337 67-293 limits assumed): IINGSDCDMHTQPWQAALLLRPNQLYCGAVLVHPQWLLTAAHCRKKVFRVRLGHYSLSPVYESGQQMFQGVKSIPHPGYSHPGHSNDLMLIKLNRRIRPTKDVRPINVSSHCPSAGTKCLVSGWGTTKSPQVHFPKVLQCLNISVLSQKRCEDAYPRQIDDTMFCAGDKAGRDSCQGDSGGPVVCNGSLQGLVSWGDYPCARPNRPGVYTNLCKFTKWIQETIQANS
TNF death inh – blocks TNF-alpha induced death of Jurkat FADD-/- cells; Jurkat FADD-/- TNF necroptosis rescue, ATP luminescence, 24 h; 0 = TNF only, 100 = no-TNF cells; AID 463075; activation (protection from cell death), % at 10 µM; 220,000 tested, 0.068% active;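 active means activation, meaning protection from cell death, of at least 50% relative to plate controls; inactive means activation below 50%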;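 further: necroptosis triggered by 40 ng/mL TNF-alpha added together with compound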
Thrombin inh – blocks human thrombin protease activity. P00734. alpha-thrombin, Boc-VPR-AMC fluorogenic substrate cleavage. inhibition, % at 5 µM. 220,000 tested, 0.26% active. AID 1046;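 active means inhibition at or above 40%; inactive means inhibition below 40%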;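 further: 0% = enzyme with no compound and 100% = wells without enzyme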
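System – human alpha-thrombin · Medium – pH 7.5 Tris (50 mM) with NaCl 150 mM, Tween 20 0.05% · Compound – single-point dosing at 5 µM, 0.2% DMSO · Incubation – enzyme reaction carried out at room temperature · Technique – fluorescence of released AMC, ex 355 nm, em 460 nm · Read-out basis – % inhibition of thrombin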
KCC2 mod – modulators of human KCC2 chloride dependent transport. 190,000 tested, 2.2% active. AID 1456. KCC2 cells, thallium flux FluoZin-2 fluorescence. B-score of Tl+ flux slope (higher = more flux/activation; lower = inhibition) at 10 µM. Q9H2X9;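 active means thallium flux slope and its plate-corrected score both differing from the plate sample mean at a set confidence after two filtering rounds, in either direction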;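 further: slope of fluorescence scaled to starting intensity during 10 to 20 s after thallium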
Hck-Nef inh – blocks Nef-activated human Hck kinase; P08631; inhibition, % at 20 µM; 220,000 tested, 0.68% active; Recombinant Hck-YEEI plus Nef, Z-Lyte FRET kinase assay;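 active means Hck-Nef kinase inhibition above about 50%, limit read from the data; inactive means inhibition below that limit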;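 further: 0% = DMSO with Hck plus Nef and 100% = Hck alone without Nef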
Target sequence (P08631 whole entry, looked up): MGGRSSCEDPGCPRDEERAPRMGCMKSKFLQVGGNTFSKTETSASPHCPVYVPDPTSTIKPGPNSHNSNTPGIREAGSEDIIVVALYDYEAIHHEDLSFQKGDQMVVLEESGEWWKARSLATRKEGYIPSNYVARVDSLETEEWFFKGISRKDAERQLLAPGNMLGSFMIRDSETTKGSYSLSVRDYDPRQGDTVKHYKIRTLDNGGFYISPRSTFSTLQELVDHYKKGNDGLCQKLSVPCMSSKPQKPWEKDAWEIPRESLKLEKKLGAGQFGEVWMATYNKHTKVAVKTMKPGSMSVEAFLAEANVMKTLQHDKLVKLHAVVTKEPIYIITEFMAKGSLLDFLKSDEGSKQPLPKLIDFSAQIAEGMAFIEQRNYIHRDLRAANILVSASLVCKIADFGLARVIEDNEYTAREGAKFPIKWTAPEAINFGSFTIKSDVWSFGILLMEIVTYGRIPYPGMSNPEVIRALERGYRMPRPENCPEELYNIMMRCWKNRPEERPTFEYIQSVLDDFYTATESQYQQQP
FXIIa inh – inhibitors of human coagulation factor XIIa; P00748; purified FXIIa, Boc-QGR-AMC fluorogenic substrate, 2 h; inhibition, % at 5 µM; 220,000 tested, 0.3% active; in the data active means inhibition above about 40%;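 further: 0% = enzyme with no compound and 100% = blank without enzyme; many of its hits are not listed in these tables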
Rad51 HR inh – Rad51 (human) homologous recombination inhibition; Q06609; hRad51 DNA strand exchange, fluorescence dequenching; inhibition, % at 10 µM; 200,000 tested, 0.085% active;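 active means inhibition above 40% at the single screening dose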;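 further: 0% = DMSO control wells and 100% = blanks with heterologous ssDNA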
Target sequence (Q06609 whole entry, looked up): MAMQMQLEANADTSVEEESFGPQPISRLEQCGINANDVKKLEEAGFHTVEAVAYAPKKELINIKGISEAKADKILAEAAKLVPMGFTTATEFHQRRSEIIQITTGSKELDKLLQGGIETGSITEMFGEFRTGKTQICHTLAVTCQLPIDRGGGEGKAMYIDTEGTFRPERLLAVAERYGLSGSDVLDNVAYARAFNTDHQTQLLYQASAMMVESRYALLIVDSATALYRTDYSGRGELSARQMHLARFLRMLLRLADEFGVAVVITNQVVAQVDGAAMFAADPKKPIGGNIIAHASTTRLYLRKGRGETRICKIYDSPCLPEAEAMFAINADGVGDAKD
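Test system – preformed human Rad51 ssDNA filaments · Reagent – Donor/quencher-labelled 47-bp dsDNA substrate · Incubation – 37 °C 15-min filament assembly, 30-min compound preincubation, 15-min exchange · Signal – FRET fluorescence dequenching, excitation 485 nm, emission 520 nm · Read-out – percent inhibition from fluorescence, normalised to plate control and blank means · Benchmarks – plate control and blank wells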
zVAD death inh – L929 zVAD cell death inhibition; L929 zVAD necroptosis rescue, ATP luminescence, 24 h; with zVAD 60 µM; viability rescue, % at 10 µM; 220,000 tested, 0.38% active;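 active means activation, scaled between plate controls, above about 75%, limit read from the data; inactive means activation under that limit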;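 further: 0% = zVAD with DMSO and 100% = DMSO alone without zVAD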
The depositor's hits bear a star; i = inactive; nt = no result given. The list is partial. The share of hits here may be higher or lower than overall.

SMILES	FXIa inh	KLK5 inh	TNF death inh	Thrombin inh	KCC2 mod	Hck-Nef inh	FXIIa inh	Rad51 HR inh	zVAD death inh
C=CCn1c(C)csc1=Nc1ccc(C(=O)O)cc1	-3	-2	0.7	-2	0.67	-59	3	-5	2.7
CC(C)(C)OC(=O)NCCc1nnc(SCc2ccc(Cl)cc2)o1	1	-18	0.3	-8	-0.024	-1	3	4	-1.2
O=C(NCCCN1CCOCC1)c1cc2ccccc2oc1=O	4	-7	0.2	5	nt	0	17	8	0.4
O=C(Nc1cccc(Cl)c1N1CCCCC1)c1ccc(N2CCOCC2)c([N+](=O)[O-])c1	-4	-6	0.9	3	0.73	10	13	15	-0.5
CCNC(=O)CSc1nnc(-c2ccccc2Br)n1-c1cccc(C(F)(F)F)c1	0	-6	1.8	-7	-0.14	4	-5	1	-0.2
COc1cccc(-c2c[nH]c(=O)[nH]c2=O)c1	-4	-2	-0.4	-15	nt	20	7	0	4.6
CCSCCOC(=O)C1=C(C)NC(=O)NC1c1ccccc1 (stereo not drawn)	3	-7	-1.3	0	0.16	1	11	3	-0.3
Cc1ccc2nc(N/C(=N/S(=O)(=O)c3ccc(F)cc3)c3ccccc3)sc2c1	5	4	-0.3	8	4.5*	20	7	-14	4.3
CCN(c1ccccc1)S(=O)(=O)c1ccc(Cl)c(C(=O)NCCc2ccc(OC)cc2)c1	3	-22	0.9	-2	i	4	8	1	-0.4
Cc1ccc(CC2CC(=O)N(CCc3ccccc3)C2=O)cc1 (stereo not drawn)	-5	9	5.6	-8	-0.055	16	3	8	1.3
Cc1ccnc(NS(=O)(=O)c2ccc(NC(=O)C3C4C=CC(C4)C3C(=O)O)cc2)n1 (stereo not drawn)	-4	nt	0.6	-4	-4	1	0	nt	0.6
CCOC(=O)c1c(-c2ccccc2)oc2ccc(OC(C)C(=O)O)cc12 (stereo not drawn)	-2	-3	1.5	-11	-1.8	17	-2	nt	0.2
COc1ccc(C(=O)O/N=C(\C)c2nccs2)cc1	15	nt	2.1	-10	0.13	-168	2	nt	1.7
COc1ccc(NC(=O)C2CCCN(S(=O)(=O)c3c(C)n[nH]c3C)C2)cc1 (stereo not drawn)	-2	-10	-1.7	-7	nt	0	8	6	-0.1
O=C(CN1C(=O)C2CCCN2c2ncc(Cl)cc21)NCc1ccc2c(c1)OCO2 (stereo not drawn)	-1	-24	-2.3	0	0.7	1	10	nt	-0.5
COc1cc(NC(=O)c2ccccc2-c2ccccc2)cc(OC)c1	6	-10	1.8	1	-1.2	4	10	5	-0.1
CN1C(=O)CC(C(=O)O)SC1=Nc1ccc(F)cc1 (stereo not drawn)	0	-2	-0.2	-3	0.23	-13	0	2	-0.7
O=[N+]([O-])c1ccc(Nc2nc(N/N=C/c3cccc(F)c3)nc(N3CCCC3)n2)cc1	25	-3	0.3	-2	0.16	2	28	0	2.0
Cc1[nH]c2ccccc2c1C(=O)CN1CCN(C2CCCCC2)CC1	2	4	-1.1	0	nt	1	6	-1	-0.3
C/C(=C\c1ccco1)C1C(C#N)=C(N)OC2=C1C(=O)CC(C)(C)C2 (stereo not drawn)	0	-26	-2.3	-5	0.82	8	4	-9	0.4
C/C(=N\NC(=O)C1(C)CC1(Br)Br)c1ccc([N+](=O)[O-])cc1 (stereo not drawn)	9	nt	-0.1	-10	1.7	3	12	-7	1.0
CCOC(=O)Cc1csc(NC(=O)CSc2nc(-c3ccccc3)c(C#N)c(=O)[nH]2)n1	-7	-14	0.3	-4	-1.3	39	1	11	1.3
COc1ccc(NC(=O)CC2Nc3cc(C)c(C)cc3NC2=O)c([N+](=O)[O-])c1 (stereo not drawn)	-5	4	-0.2	-3	1.4	19	5	5	18
O=C(NC(=S)Nc1ncccn1)c1ccccc1Cl	-4	-10	1.1	-6	-0.4	2	3	nt	0.4
O=C(CSc1nnc(-c2cnccn2)n1Cc1ccco1)c1ccc2ccccc2c1	1	-1	-0.9	4	nt	1	13	nt	2.6
NC(=O)[C@@H]1CCOc2c(I)cc([N+](=O)[O-])cc2C(=O)N[C@@H](CO)C(=O)NCC(=O)N1	8	-8	1.8	3	0.61	-1	16	2	5.6
O=C(COC(=O)Cc1cccc(C(F)(F)F)c1)Nc1cccc2ccccc12	-2	-8	0.9	-12	0.88	1	10	-6	1.3
COc1ccc(CCc2nnc(CCC(=O)NCCc3ncccc3C)o2)cc1	-2	-1	0.7	-12	0.068	27	-1	11	0.7
Cc1ccc(C(=O)NC(C)c2ccccc2)o1 (stereo not drawn)	-2	-8	0.0	-1	1.2	-8	3	1	-0.8
Cc1ccc(CCNC(=O)C2CCN(S(=O)(=O)N3CCC4(CC3)OCCO4)CC2)cc1	9	-26	-1.9	3	-1.2	0	18	-7	0.6
C/C(=N/NC(=O)c1ccoc1C)c1ccc(NC(=O)c2ccncc2)cc1	3	-20	0.0	-4	-1.1	4	9	-19	nt
Cc1nc2ccc(NC(=S)NC3CC3)cc2nc1C	9	-18	1.6	1	0.028	2	12	1	1.1
CC(=O)N1CCc2cc(S(=O)(=O)NCCCN3CCN(Cc4ccccc4)CC3)ccc21	1	3	-4.3	2	-1.8	21	9	nt	-0.5
C/C(=N\Nc1ncc(Cl)cc1Cl)c1ccc(N2CCOCC2)cc1	-11	-3	-0.5	-4	0.28	26	4	-13	1.6
COC(=O)c1oc(-c2ccccc2)nc1C	-8	-9	0.8	-7	0.16	22	0	3	0.5
O=C(COC(=O)CCC(=O)c1cccs1)Nc1cccc(S(=O)(=O)N2CCOCC2)c1	3	-13	-1.0	9	-0.69	-1	10	-1	-0.3
O=C(CCCOc1ccccc1)Nc1ccc2c(c1)OCCO2	3	2	-3.2	-6	-0.59	0	9	5	-0.3
O=C1CCCN2N=C(SCC(=O)N3CCCCC3)SC2=N1	-2	-3	-0.3	0	-0.3	18	6	12	-0.1
CCn1c(SCC(=O)Nc2cccc(C)c2)nc2c(c1=O)SC(C)C2 (stereo not drawn)	7	-17	0.6	-4	0.42	24	14	-1	-0.3
Cc1ccc(SCC(=O)N2c3ccccc3Sc3ccccc32)cc1	-8	1	-5.3	-5	nt	-1	0	-8	1.2
CC1CCCCN1C(=S)Nc1ccc2nc3n(c(=O)c2c1)CCCCC3 (stereo not drawn)	-3	-22	1.5	-11	-0.49	3	0	-2	0.9
COc1ccc(/C=C/c2nc3ccccc3n2Cc2ccc(OC)c(OC)c2)cc1	7	-3	-0.7	-6	-0.29	4	1	2	-0.9
COc1ccc(C(=O)c2ccc(Cl)cc2)c2ccccc12	-7	-4	-0.6	2	nt	-1	13	-1	0.1
Cc1cc(NC(=O)CCC(=O)N(CCC(C)C)C(C(=O)NC2CCCC2)c2cccnc2)no1 (stereo not drawn)	-2	-14	-4.1	-4	-0.9	0	8	-1	0.0
COCCCN1C(=O)c2ccc(C(=O)OCC(=O)NCCc3ccccc3)cc2C1=O	-1	-5	0.6	-4	0.33	15	0	14	0.8
Cc1c(NC(=O)C(C)OC(=O)CNC(=O)c2ccc(C(C)(C)C)cc2)c(=O)n(-c2ccccc2)n1C (stereo not drawn)	3	6	-0.4	1	-0.23	2	13	1	-0.1
O=C(Cn1nc(C(F)(F)F)c2c1CCCC2)N1CCOCC1	-5	-3	0.1	-4	1.7	20	2	nt	0.0
O=C(NC(=S)N1CCN(Cc2ccccc2)CC1)c1ccco1	-3	-2	-0.3	-4	0.94	1	5	3	-0.1
CCOCCCNCc1cc(Cl)cc(Cl)c1OCC	-2	-4	1.1	3	-0.44	-9	6	13	-0.4
Cc1cc(NC(=O)CSc2nnc3c(C)cc4c(C)ccc(C)c4n23)no1	-5	-22	-12	-12	-0.065	2	3	6	-0.2
CN1CC(=O)N(CC(=O)Nc2ccc(N(C)C)cc2)c2ccccc2C1=O	-4	-3	0.2	0	1.8	-21	2	-3	0.5
COCc1cc(C)nc(NCCO)c1C#N	7	-1	1.7	-1	0.98	5	13	3	0.2
O=C(NC1=NCCS1)c1ccc(Cl)c(S(=O)(=O)N2CCCCC2)c1	-9	6	-1.3	-4	0.31	3	-2	1	-0.9
CCCCCC(=O)Nc1ccc(Cl)cn1	5	-14	11	0	0.051	-1	18	-3	1.0
CCN1CCCC(CO)(Cc2ccccc2)C1 (stereo not drawn)	-2	4	0.7	-2	-0.26	-2	11	6	-0.2
Cc1ccc2[nH]c(-c3cccc(N)c3)cc2c1	-1	-17	-6.1	-3	-2.2	1	-2	-8	-0.2
COc1ccc(-c2cn3cc(C)ccc3n2)cc1F	3	10	-1.6	2	-3.2	17	8	nt	-0.8
CCN(CC)CCN(C(=O)CN1C(=O)CCC1=O)c1nc2cc3c(cc2s1)OCO3	-2	1	1.7	1	-0.52	-30	10	4	1.6
CSc1ccccc1NC(=O)CN(C)S(=O)(=O)c1ccc(F)cc1	7	2	-2.4	-3	-0.19	2	17	9	0.3
Fc1cccc(Cl)c1Cn1nnc2c(NCc3ccncc3)ncnc21	0	4	-1.1	-7	0.65	19	9	-3	1.3

The list goes on (5 carried over from the part before).
SMILES	FXIa inh	KLK5 inh	TNF death inh	Thrombin inh	KCC2 mod	Hck-Nef inh	FXIIa inh	Rad51 HR inh	zVAD death inh
Cc1ccc2[nH]c(-c3cccc(N)c3)cc2c1	-1	-17	-6.1	-3	-2.2	1	-2	-8	-0.2
COc1ccc(-c2cn3cc(C)ccc3n2)cc1F	3	10	-1.6	2	-3.2	17	8	nt	-0.8
CCN(CC)CCN(C(=O)CN1C(=O)CCC1=O)c1nc2cc3c(cc2s1)OCO3	-2	1	1.7	1	-0.52	-30	10	4	1.6
CSc1ccccc1NC(=O)CN(C)S(=O)(=O)c1ccc(F)cc1	7	2	-2.4	-3	-0.19	2	17	9	0.3
Fc1cccc(Cl)c1Cn1nnc2c(NCc3ccncc3)ncnc21	0	4	-1.1	-7	0.65	19	9	-3	1.3
CC1(C)CC(=O)C2=C(C1)N(Cc1cccnc1)C(=O)C2(NC(=O)C1CC1)C(F)(F)F (stereo not drawn)	-9	11	-1.5	-4	-0.16	1	-2	1	0.0
CCOC(=O)C1=C(CNCCc2ccc(Cl)cc2)NC(=O)NC1c1ccc2c(c1)OCO2 (stereo not drawn)	4	-23	0.4	-5	-0.47	1	-10	4	-0.1
Cc1cc2cc(CNC(=O)CCC(=O)O)ccc2n1C	0	-1	-0.3	0	1.6	2	2	-26	0.5
COc1cc(NC(=O)c2ccc(Cl)cc2)c(OC)cc1NC(=O)CN1CCOCC1	-8	-9	1.3	-11	-5.2*	2	11	9	0.3
O=C(NCC(=O)N(c1ccccc1)C(C(=O)NC1CCCCC1)c1ccncc1)c1ccco1 (stereo not drawn)	3	-4	-2.3	3	-0.61	-1	5	1	0.4
COCCNC(=O)COC(=O)c1ccc(OCC(=O)Nc2ccccc2OC)c(OC)c1	-4	-3	-2.3	-11	-0.05	5	2	-2	2.9
CCN1CCN(S(=O)(=O)c2ccc3[nH]c(=O)oc3c2)CC1	5	25	0.1	18	-0.2	0	6	0	0.1
Cc1cc(NC(=O)CSc2ncnc3sc(C)c(C)c23)no1	-3	-2	0.9	-5	1.1	-1	3	3	3.3

Screens: PubChem BioAssay, several laboratories
